PvdQ inh: blocks Pseudomonas aeruginosa PvdQ acylase activity; purified PvdQ acylase, fluorescence plate reader; inhibition, % at 10 µM; 0.063% of 340,000 active; in the data active = inhibition above about 30%, passing the limit was not always enough;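 also: 0% = vehicle neutral wells and 100% = reference inhibitor wells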
Rtt109 HAT inh: C. albicans Rtt109 histone acetyltransferase inhibition; 0.16% of 330,000 active; Q5AAJ8; inhibition, % at 34.9 µM; purified Rtt109/Vps75, ThioGlo CoA-SH fluorescence, 4 h; AID 540336;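 active = inhibition of at least 50% in every replicate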
PfHsp90 yeast 2: inhibits growth of yeast expressing Plasmodium falciparum Hsp90. 0.32% of 310,000 active. inhibition, % at 9.4 µM. S. cerevisiae expressing PfHsp90, BacTiter-Glo ATP, 48 h; yeast lacking PDR1 and PDR3 efflux regulators;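 active = every replicate shows inhibition above about 80%, whatever the replicate mean, limit read from the data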;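 also: 0% = DMSO neutral controls and 100% = 20 µM radicicol positive controls; yeast relying on Plasmodium falciparum Hsp90 in place of its own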
dFosB act: enhances mouse delta FosB homodimer DNA binding | AID 493131 | activation, % at 25 µM | P13346 | 0.99% of 340,000 active | purified delta FosB, TAMRA-CDK5 oligo fluorescence polarization; percent of positive-control signal above neutral wells;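 active = mean activation above about 17%, with every replicate also reaching it, limit read from the data, passing the limit was not always enough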;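 also: fluorescence polarization rise as delta FosB binds a TAMRA Cdk5 AP-1 oligo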
NSD2 HMT inh: blocks human histone methyltransferase NSD2 | O96028 | inhibition, % at 12.5 µM | NSD2 peptide methylation, AlphaScreen, 120 min | 0.54% of 310,000 active | AID 743445; in the data active = inhibition above about 50%
Target sequence (O96028 whole entry, looked up): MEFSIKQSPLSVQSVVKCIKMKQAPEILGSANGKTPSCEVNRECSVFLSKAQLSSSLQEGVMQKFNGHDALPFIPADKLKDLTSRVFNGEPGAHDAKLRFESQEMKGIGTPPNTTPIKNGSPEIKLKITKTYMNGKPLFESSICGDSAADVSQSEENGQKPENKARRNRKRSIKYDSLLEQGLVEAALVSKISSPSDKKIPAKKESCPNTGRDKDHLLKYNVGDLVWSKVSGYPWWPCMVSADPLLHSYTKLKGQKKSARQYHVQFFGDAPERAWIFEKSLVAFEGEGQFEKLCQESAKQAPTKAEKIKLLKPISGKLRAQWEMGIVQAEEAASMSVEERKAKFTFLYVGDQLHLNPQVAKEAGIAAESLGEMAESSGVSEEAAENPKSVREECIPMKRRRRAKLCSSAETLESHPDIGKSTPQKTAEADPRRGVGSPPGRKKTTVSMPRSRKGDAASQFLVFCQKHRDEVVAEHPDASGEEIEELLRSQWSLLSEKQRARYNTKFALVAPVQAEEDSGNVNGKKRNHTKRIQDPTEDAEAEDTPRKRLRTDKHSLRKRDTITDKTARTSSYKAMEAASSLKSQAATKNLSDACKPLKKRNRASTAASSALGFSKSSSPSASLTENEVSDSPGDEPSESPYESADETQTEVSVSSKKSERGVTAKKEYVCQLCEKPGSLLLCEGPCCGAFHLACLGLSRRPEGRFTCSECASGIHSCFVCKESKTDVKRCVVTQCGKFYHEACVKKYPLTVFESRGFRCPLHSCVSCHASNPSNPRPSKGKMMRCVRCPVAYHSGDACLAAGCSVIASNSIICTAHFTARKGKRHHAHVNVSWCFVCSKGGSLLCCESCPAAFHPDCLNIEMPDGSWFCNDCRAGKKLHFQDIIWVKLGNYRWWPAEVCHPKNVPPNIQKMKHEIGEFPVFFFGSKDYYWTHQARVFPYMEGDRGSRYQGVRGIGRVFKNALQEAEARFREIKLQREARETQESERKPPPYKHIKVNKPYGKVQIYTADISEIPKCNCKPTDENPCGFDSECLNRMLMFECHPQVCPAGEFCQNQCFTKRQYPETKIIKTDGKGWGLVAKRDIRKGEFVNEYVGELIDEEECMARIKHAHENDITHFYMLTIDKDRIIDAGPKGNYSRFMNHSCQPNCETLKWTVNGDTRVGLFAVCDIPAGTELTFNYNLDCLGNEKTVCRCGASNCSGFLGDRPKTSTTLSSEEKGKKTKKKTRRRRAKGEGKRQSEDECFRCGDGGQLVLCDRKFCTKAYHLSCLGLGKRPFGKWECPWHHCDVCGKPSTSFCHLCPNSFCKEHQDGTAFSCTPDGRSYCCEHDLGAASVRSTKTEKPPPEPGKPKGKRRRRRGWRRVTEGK
SR-BI DiI inh: mouse SR-BI HDL lipid transfer inhibition. ldlA[mSR-BI] CHO cells, DiI-HDL uptake fluorescence, 3 h. 0.96% of 320,000 active. Q61009. inhibition, % at 12.5 µM. AID 488896;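 active = mean replicate inhibition of at least 70% and a set share of replicates each scoring 70 or more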;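 also: 0% = median of neutral control wells and 100% = median of positive control wells; values of inactives mirror those of a sister screen read the other way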
SR-BI uptake up: SR-BI HDL lipid transfer activation. CHO ldlA[mSR-BI] cells, DiI-HDL uptake fluorescence, 3 h; 100 = double the neutral-control signal. activation, % at 12.5 µM. 0.096% of 320,000 active;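 active = mean replicate activation of at least 60% and every replicate at or above 60%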;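 also: 0% = median plate neutral-control signal and 100% = twice that signal; values of inactives mirror those of a sister screen read the other way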
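Test system: SR-BI-overexpressing, LDLR-lacking CHO cells. Measured by: DiI fluorescence, bottom read. Medium: Ham's F12 with 0.5% BSA, HEPES 25 mM, pH 7.4. Timing: 3 h uptake period with compound, 37 °C.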
MITF act: MITF TRPM1 promoter activation in melanoma cells | SK-MEL-5 TRPM1-promoter luciferase, 24 h; % of positive control, neutral wells = 0 | activation, % at 12.5 µM | 0.75% of 300,000 active;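 active = mean activation of at least 80% with every replicate also reaching 80%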;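 also: 0% = neutral control wells and 100% = parthenolide positive control wells; values of inactives mirror those of a sister screen read the other way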
CAL PDZ FP-1: inhibitors of human CAL PDZ peptide binding | Q9HD26 | purified CAL PDZ, TMR-peptide fluorescence polarization, 1 h | inhibition, % at 24.9 µM | 0.92% of 300,000 active | AID 602252;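 active = mean inhibition of at least 30% with at least half of replicates also reaching 30%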;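 also: 0% = DMSO neutral control and 100% = excess unlabeled competitor peptide PRC23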
CAL PDZ FP-2: human CAL PDZ-peptide interaction inhibition. Q9HD26. purified CAL PDZ, TMR-peptide fluorescence polarization, 1 h. inhibition, % at 20 µM. 0.02% of 330,000 active. AID 504414;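 active = highest replicate inhibition of at least 40%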;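 also: plate controls were DMSO neutral control wells for no effect and unlabeled competitor peptide control wells for full effect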
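Read-out basis: mP drop reported as inhibition | Assay system: Tagged CAL PDZ protein CerCALP, purified | Benchmarks: Unlabelled peptide for full inhibition, DMSO wells as neutral | Schedule: 1 h incubation at room temperature before polarization reading | Buffer or medium: Sodium phosphate/NaCl buffer pH 7.4 with TCEP, IgG, Thesit | Doses: Single point, 20 µM | Measured by: Fluorescence polarization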
* = called active by the depositor; x = no result given.

dFosB act	SR-BI DiI inh	PvdQ inh	Rtt109 HAT inh	CAL PDZ FP-1	NSD2 HMT inh	CAL PDZ FP-2	SR-BI uptake up	PfHsp90 yeast 2	MITF act	Structure
-5	6	4	-2	-7	-5	2.4	-6	-19	x	Cc1cc(C(F)(F)F)cc(NNC(=O)NC(=O)c2ccc(Cl)cc2)n1
-6	-23	-6	8	-1	x	0.7	23	27	-5	CC(C)(C)OC(=O)N[C@@H](Cc1ccccc1)C(=O)N[C@@H](CO)[C@H](O)[C@@H]1C[C@@H]1C(=O)NC1CCCCC1
7	x	-7	-4	x	-2	-0.6	x	6	-9	COc1cc(C(C(=O)NC2CCCC2)N(C(=O)c2snc(C(N)=O)c2N)c2ccccc2)cc(OC)c1OC (stereo unspecified)
1	1	-6	5	2	-9	1.1	-1	0	-12	Cc1ccc(S(=O)(=O)NNc2nnc(C)c(=O)[nH]2)cc1
-6	-2	3	33	0	-3	-3.7	2	5	0	O=C(CCSCc1ccccc1Cl)NCc1ccco1
1	-2	1	-1	0	x	0.0	2	3	8	NC(=O)CC(NC(=O)c1ccccc1)c1ccc(N2CCN(c3ccccn3)CC2)c([N+](=O)[O-])c1 (stereo unspecified)
-7	28	-9	-7	-3	-4	0.2	-28	22	-1	Cc1ccc(C(=O)O/N=C\c2ccc(N3CCOCC3)c([N+](=O)[O-])c2)cc1
-7	-6	-7	1	-3	-2	-0.7	6	-11	-5	COc1ccc(C(C(=O)NCCC(C)C)N(CCO)C(=O)c2snc(C(N)=O)c2N)cc1OC (stereo unspecified)
-2	4	-3	5	0	3	-0.7	-4	32	-6	COC(=O)[C@@H](NC(=O)Nc1ccc(OC(F)(F)F)cc1)C(C)C
-3	-16	-7	0	1	-3	0.6	16	-13	x	FC(F)(F)c1ccc(Sc2n[nH]c(C(F)(F)F)n2)nc1
-11	-3	7	6	-1	-1	-2.2	3	1	3	CCC/C(O)=C1\C(=O)CCCC1=NC(C)C(=O)O (stereo unspecified)
-7	-11	-5	-7	-3	5	-0.9	11	16	7	COc1ccccc1N1CCN(Cc2cc(=O)c(OCC(=O)NC(C)C)co2)CC1
11	23	4	38	-4	-2	-3.5	-23	-12	13	COc1ccc(NC(=S)NC(NC(=O)c2ccc(Cl)cc2Cl)C(Cl)(Cl)Cl)c([N+](=O)[O-])c1 (stereo unspecified)
1	-19	-16	-13	-1	3	-0.8	19	-1	-1	O=C(CCN1CCCC1)Nc1ccccc1
-12	-15	-1	-10	x	5	-0.6	15	2	-9	O=C(O)c1ccc(Cl)c(S(=O)(=O)NC(Cc2ccccc2)C(=O)O)c1 (stereo unspecified)
-6	0	4	5	-3	x	0.6	0	30	-7	C/C=C1\COC(C(=O)NCCN2CCCC2)(C(F)(F)F)C=C1C=C1CCCCC1 (stereo unspecified)
-3	11	-11	-2	5	-6	-0.8	-11	-5	-16	Cc1nc(-c2cc(-c3nc(-c4ccc(C(C)(C)C)cc4)no3)no2)cs1
-14	10	-3	10	x	6	0.5	-10	-8	x	CCN(CC)c1ccc(/C=N/NC(=O)OC)c(O)c1
-2	-16	-12	4	1	x	-2.5	16	-9	1	O=C(NCC(=O)N(c1cccnc1)C(C(=O)NC1CCCCC1)c1cccnc1)c1ccco1 (stereo unspecified)
-1	-9	-7	2	5	-5	-20	9	-2	-4	COc1ccc(CC(=O)Oc2ccccc2[N+](=O)[O-])cc1
-5	13	-15	-6	x	-7	0.4	-13	-13	6	Cc1cc2c([nH]c3ccccc32)c(C)n1
-4	-1	7	41	-3	-7	-2.8	1	3	-8	CC1CCCN(C(=O)CSc2nnc(-c3c[nH]c4ccccc34)o2)C1 (stereo unspecified)
-10	-10	-16	2	0	-2	-3.4	10	-16	-5	CCCN(CC(=O)Nc1ccccc1C)C(=O)c1ccc(S(=O)(=O)N2CCCCC2)cc1
-16	-11	-10	-2	7	x	-3.2	11	7	-1	O=C(CSc1nc(-c2ccccc2)nc2ccc(F)cc12)Nc1ccc(C(=O)O)cc1
-6	-28	-8	-9	0	-4	-1.8	28	-10	-7	O=S(=O)(O)c1nnc2sc3ccccc3n12

Rewritten bar-delimited: two of the compounds above.
smiles | dFosB act | SR-BI DiI inh | PvdQ inh | Rtt109 HAT inh | CAL PDZ FP-1 | NSD2 HMT inh | CAL PDZ FP-2 | SR-BI uptake up | PfHsp90 yeast 2 | MITF act
CCC/C(O)=C1\C(=O)CCCC1=NC(C)C(=O)O (stereo unspecified) | -11 | -3 | 7 | 6 | -1 | -1 | -2.2 | 3 | 1 | 3
O=C(O)c1ccc(Cl)c(S(=O)(=O)NC(Cc2ccccc2)C(=O)O)c1 (stereo unspecified) | -12 | -15 | -1 | -10 | x | 5 | -0.6 | 15 | 2 | -9

(further entries)
dFosB act	SR-BI DiI inh	PvdQ inh	Rtt109 HAT inh	CAL PDZ FP-1	NSD2 HMT inh	CAL PDZ FP-2	SR-BI uptake up	PfHsp90 yeast 2	MITF act	Structure
-8	29	-17	1	0	10	1.4	-29	17	-1	CC1CCc2nc(NC(=O)CN3CCN(Cc4ccc5c(c4)OCO5)CC3)sc2C1 (stereo unspecified)
-5	x	-4	-10	-1	-4	-3.5	x	2	-9	CC(C)c1nnc(NC(=O)CCS(=O)(=O)c2ccccc2)s1
-6	17	-16	9	0	0	x	-17	3	-10	COc1ccc(C(=O)N(C)C2CCCN(Cc3ccccc3F)C2)cc1OC (stereo unspecified)
-14	2	3	7	-4	6	-1.2	-2	-18	x	CCc1nc(OCCN(CC)CC)c2oc3ccccc3c2n1
-4	-7	-17	2	-9	-2	-2.5	7	16	2	CCn1c(=O)c(C(=O)NNC(=O)Cc2ccccc2)c(O)c2ccccc21
-11	-1	-8	-2	x	3	-0.1	1	16	5	CC(C)NC(=O)/C=C/C(=O)O
-4	10	-9	-3	-2	4	0.1	-10	4	-5	O=C(NCc1ccc2c(c1)OCO2)C1CC(c2ccccc2O)=NO1 (stereo unspecified)
-5	2	-9	0	-4	-1	-2.7	-2	x	0	O=C(NCc1ccc(Cl)cc1)c1ccc2nc[nH]c2c1
-3	1	5	4	-1	-1	-1.6	-1	13	16	O=C(Nc1ccccc1)O/N=C/c1ccncc1
-5	8	15	11	7	-2	33	-8	-8	3	Cc1cc(Cl)c(Cl)cc1S(=O)(=O)NCCCn1ccnc1
-2	-14	-1	3	x	2	-0.9	14	-5	-3	COCCn1c(=S)[nH]c2cc(C(=O)NCC3CCCO3)ccc2c1=O (stereo unspecified)
2	-7	20	4	-1	-4	0.9	7	7	17	O=C(Nc1ccccc1)Nc1c(F)cccc1F
10	-21	28	-10	-3	-1	-0.1	21	-3	7	Cc1cc2c(=O)[nH]c(Cc3ccccc3)nc2s1
-10	21	-4	14	-4	6	-1.3	-21	18	11	Cc1cc(C)c(OCC(=O)N(Cc2cccs2)C2CCS(=O)(=O)C2)c(C)c1 (stereo unspecified)
-1	-33	-7	-2	-3	-1	-1.9	33	5	-6	COc1ccccc1CNC(=O)C/C(C)=N/NC(=O)Cc1ccc(OC)c(OC)c1
-4	-16	-1	3	-2	0	-2.7	16	x	13	Cc1cccc(/C(N)=N/OC(=O)COc2ccc(Cl)cc2)c1
2	-13	1	0	-2	1	-0.5	13	17	0	CCOC(=O)Nc1ccc(NC(=O)c2c(OC)cccc2OC)cc1
2	24	-3	-5	-4	-1	-2.6	-24	-4	19	CC(C)C1N=C(c2ccc3c(c2)OCO3)CC(c2ccccc2O)N1 (stereo unspecified)
-15	16	-12	16	-2	-4	-2.6	-16	9	-12	CCCn1c(N2CCN(Cc3ccc(Cl)cc3)CC2)nc2ccccc21
-8	39	-8	7	0	2	-0.5	-39	-7	53	Cc1nc(NC(=O)CN2CCOCC2)sc1-c1ccccc1
-12	-11	-15	-1	-2	-1	-1.7	11	-27	-5	CN(c1ccc(F)cc1)S(=O)(=O)c1ccc(Cl)c(C(=O)NCc2ccco2)c1
-1	-2	-11	-1	-2	-1	-0.3	2	57	13	O=C(Nc1cccc(Cl)c1)OCc1cncs1
-5	x	-14	-6	-4	0	-3.3	x	14	49	Cc1cc(NC(=O)COc2ccc3ccccc3c2)no1
-3	0	2	3	6	-6	-12	0	12	6	COC(C(=O)Nc1c(F)cccc1F)c1ccccc1 (stereo unspecified)
-9	2	-19	1	-28	-4	x	-2	1	33	Cc1cc(NCCN2CCOCC2)n2ncc(-c3ccccc3)c2n1

Among those listed so far, two contain a thiophene ring, fused or not.
dFosB act	SR-BI DiI inh	PvdQ inh	Rtt109 HAT inh	CAL PDZ FP-1	NSD2 HMT inh	CAL PDZ FP-2	SR-BI uptake up	PfHsp90 yeast 2	MITF act	Structure
10	-21	28	-10	-3	-1	-0.1	21	-3	7	Cc1cc2c(=O)[nH]c(Cc3ccccc3)nc2s1
-10	21	-4	14	-4	6	-1.3	-21	18	11	Cc1cc(C)c(OCC(=O)N(Cc2cccs2)C2CCS(=O)(=O)C2)c(C)c1 (stereo unspecified)

(cont.)
dFosB act	SR-BI DiI inh	PvdQ inh	Rtt109 HAT inh	CAL PDZ FP-1	NSD2 HMT inh	CAL PDZ FP-2	SR-BI uptake up	PfHsp90 yeast 2	MITF act	Structure
-4	3	-8	2	-5	4	-2.6	-3	0	x	O=C(O)/C=C/C(=O)Nc1nc(-c2ccc3ccccc3c2)cs1
-4	-17	-11	1	-1	0	-0.3	17	3	12	Cc1ccc(NC(=O)CCC(=O)c2ccc(F)cc2)cc1Cl
-8	-20	-16	0	0	3	-1.4	20	19	-7	CCOC(=O)c1c(S(=O)(=O)N2CCCC(C(=O)Nc3ccc(C)cn3)C2)c(C)n(C)c1C (stereo unspecified)
-3	15	2	26	7	-2	-2.4	-15	3	-3	COc1ccc(-c2nnc(SCC(=O)NCc3cccs3)n2C)cc1
-6	6	-21	-4	1	x	-2.1	-6	-2	2	C=CCn1c(Cn2nnc3ccccc32)nnc1SCC(=O)N/N=C/c1cc(Br)cc(OC)c1O

Screening data deposited in PubChem by Broad Institute.
